PGC1a acetyl inh – PGC1a acetylation modulation, inhibitor mode; U2OS PGC1a acetylation, AlphaScreen anti-acetyl-lysine; with virally co-expressed GCN5 acetyltransferase; inhibition, % at 15.6 µM; 350,000 tested, 0.17% active; AID 651687;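 active = every replicate shows inhibition of at least 40%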;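 also: 0% = neutral control wells and 100% = positive control wells; some results beyond the cut were filed as inactive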
C2C12 statin – protects C2C12 myotubes from simvastatin toxicity; 330,000 tested, 0.78% active; ATP luminescence, 48 h; scaled: DMSO 0, geranylgeraniol control 100; rescue of ATP level, % at 7.49 µM;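 active = mean ATP rescue above about 67%, or every replicate alone reaching that limit, limit read from the data, passing the limit was not always enough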;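 also: myotubes were challenged with 10 µM simvastatin during compound exposure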
PglD DTNB – blocks C. jejuni PglD acetyltransferase activity | 360,000 tested, 0.098% active | purified PglD enzyme, DTNB colorimetric CoA detection | inhibition, % at 12.5 µM; in the data active = inhibition above about 16%, passing the limit was not always enough; also: strong numbers were not always called active
Cneo AK release – Cryptococcus neoformans lysis via adenylate kinase release; lysis activity, % at 15 µM; 360,000 tested, 0.2% active; C. neoformans lysis, adenylate kinase release luminescence, 4 h; normalised: neutral wells 0, clomiphene wells 100;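 active = mean lysis activity across replicates of at least 80%, whatever share of replicates individually reach that level; inactive = mean lysis activity below 80%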
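Assay system: Cryptococcus neoformans yeast cells / Dosing: single-point compound dose / Timing: 4 h at 37 °C static, read 1 h later / Measured by: luminescence of released adenylate kinase using an AK detection reagent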
ARNT-TACC3 inh – disrupts binding between human ARNT and TACC3; inhibition, % at 9.99 µM; 390,000 tested, 0.66% active; Q9Y6A5; AlphaScreen His-ARNT PAS-B/GST-TACC3 binding, luminescence; TACC3 fragment carries E629A point mutation; AID 623870;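 active = mean inhibition of replicates at least 50% and at least half of replicates each reaching 50%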;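 also: 0% = complete ARNT plus TACC3 wells and 100% = ARNT alone without TACC3; many hits fall short of the cut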
LGR2 inh – blocks bursicon-induced cAMP signaling via Drosophila LGR2; inhibition, % at 9.99 µM; HEK293 LGR2, CRE-luciferase, bursicon-stimulated, 4 h; AID 720647; 380,000 tested, 0.35% active;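 active = drop in luminescence signal, shown as inhibition above about 50% in the replicate tests, limit read from the data, passing the limit was not always enough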;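 also: agonist challenge used bursicon conditioned medium at about half maximal strength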
PAX8 inh HTS – PAX8 transcriptional activity inhibition. 360,000 tested, 1.2% active. AID 652154. RMG-I TPO-luciferase reporter, SteadyGlo, 24 h. inhibition, % at 12.6 µM;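 active = mean replicate inhibition at least 60% with every replicate also reaching 60%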;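 also: luciferase light reporting Pax8 driven TPO promoter activity; plate controls were median of neutral control wells for no effect and mitoxantrone controls for full effect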
GSIS activator – primary screen for activators of insulin secretion dependent on glucose, INS-1E cells, GLuc reporter luminescence | 370,000 tested, 0.61% active | AID 743287 | INS-1E GLuc reporter insulin secretion, 2-3 h | activation, % at 16.6 µM;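 active = lowest replicate activation of at least 40%, so every replicate reaches that level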;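 also: 0% = median of neutral control wells and 100% = median of IBMX positive control wells; some compounds called inactive have numbers as strong as hits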
* hit, by the source's call; / = not tested or not shown.

Every second line gives: PglD DTNB	PAX8 inh HTS	GSIS activator	ARNT-TACC3 inh	Cneo AK release	LGR2 inh	PGC1a acetyl inh	C2C12 statin
1. CCc1c(C)nc2ncnn2c1N1CCCC(C(=O)NCc2ccco2)C1 (stereo not drawn)
    2	/	/	-1	-2	/	20	17
2. CCOC(=O)c1c(C)[nH]c(C)c1C(=O)COC(=O)c1c(OC)cccc1OC
    2	19	1	10	-1	13	2	-2
3. C[C@@H]1CCCCO[C@@H](CN(C)Cc2ccccc2)[C@H](C)CN([C@H](C)CO)C(=O)c2cc(NC(=O)C3CCCCC3)ccc2O1
    3	-3	-19	8	-2	21	-4	/
4. C/C(=C\C(=O)O)C(=O)Nc1nccs1
    -2	/	11	2	2	-3	-13	24
5. Cc1ccc2oc(C(=O)N3CCC(N4CCSCC4)CC3)c(C)c2c1
    -2	0	-18	-53	-7	-5	0	4
6. COc1ccc2sc(N(CCCN(C)C)C(=O)c3ccc(S(=O)(=O)N(C)C4CCCCC4)cc3)nc2c1
    3	4	-62	20	9	3	-9	-9
7. Cc1cccc(C(=O)NCc2nnc(SCC(=O)NC(C)c3ccccc3)n2C)c1 (stereo not drawn)
    /	29	-6	3	/	-7	/	/
8. N#Cc1ccc(-c2cccnc2)nc1SCc1ccc(Cl)cc1Cl
    0	/	/	-14	-7	/	-11	/
9. O=C(Cn1cnc2c(nnn2-c2ccc(F)cc2)c1=O)N1CCCC1
    -5	/	-8	4	1	4	5	-5
10. O=C(NC1CCCCC1)C(c1ccccc1F)N(Cc1ccco1)C(=O)c1ccccn1 (stereo not drawn)
    0	-4	-7	0	1	-14	6	6
11. CC(C)OC(=O)N(C)C[C@@H]1OCc2ccccc2-c2c(n(C)c3ccccc23)C(=O)N([C@@H](C)CO)C[C@@H]1C
    3	/	-13	3	-2	19	-7	-1
12. O=C(N[C@H]1C/C=C\C[C@@H](CC(=O)N(CCO)Cc2ccccc2)C(=O)N2CCC[C@H]2COC1=O)OCC1c2ccccc2-c2ccccc21
    -4	-6	-2	1	5	4	14	-6
13. COCC(=O)N(C)C[C@H]1Oc2cc(C#CC3CC3)ccc2S(=O)(=O)N([C@H](C)CO)C[C@H]1C
    2	/	10	-11	-2	7	2	-3
14. COc1ccccc1CNC(=O)c1ccc(SC)cc1OC
    8	/	-31	4	-2	-30	-9	/
15. COc1ccccc1NC(=O)CSc1nnc(CCC(=O)Nc2ccccc2F)n1C
    -1	10	23	-7	-1	3	5	1
16. COc1ccc2c3c(n(C)c2c1)[C@H](CO)N(C)CC31CCN(S(=O)(=O)c2cccc(F)c2)CC1
    /	6	-22	/	/	3	14	/
17. Cc1ccc(S(=O)(=O)n2cc(-c3ccccc3)c(N)n2)cc1
    16	/	7	-3	2	7	2	20
18. CCC(=O)Nc1ccc(NC(=O)CN2CCCC(C)C2)c(Cl)c1 (stereo not drawn)
    2	/	/	0	3	/	-6	-22
19. COc1ccc(S(=O)(=O)N(C)C[C@H]2Oc3c(NC(=O)Nc4ccc(C(F)(F)F)cc4)cccc3C(=O)N([C@@H](C)CO)C[C@@H]2C)cc1
    -5	36	-9	/	-3	38	-3	-12
20. CC(C)c1nc(CNC(=O)C2CCC(=O)N(CCc3ccc(Cl)cc3)C2)no1 (stereo not drawn)
    -3	/	1	1	-1	-6	2	6
21. C[C@@H]1CN([C@@H](C)CO)C(=O)c2cc(-c3ccc(C(=O)N(C)C)cc3)cnc2O[C@H]1CN(C)C(=O)CN(C)C
    1	/	-1	-2	2	4	-5	34
22. CN(C)S(=O)(=O)c1cccc(NC(=O)c2ccncc2)c1
    8	10	/	8	2	6	3	6
23. N#C/C(=C\c1cccs1)c1nc2ccccc2[nH]1
    0	-76	-5	0	-15	-53	-12	/
24. CC(=O)Nc1cc2nn(-c3ccccc3)nc2cc1C
    13	-79	/	5	-6	/	18	-1
25. O=C(/C=C/c1ccc(Cl)cc1)NCCCN1CCOCC1
    1	-1	-5	1	1	6	-1	0
26. COc1ccc(S(=O)(=O)N2CCC(N3CCCCC3)CC2)cc1
    0	16	/	1	-1	/	5	-1
27. CCn1c(C2CC(=O)N(c3ccc(C)c(C)c3)C2)nc2ccccc21 (stereo not drawn)
    -5	10	/	0	0	-9	/	2
28. CCOc1ccccc1NC(=O)CCS(=O)(=O)c1cccs1
    7	-6	11	-1	-10	-20	/	-1
29. C[C@H](CO)N1C[C@H](C)[C@@H](CN(C)C(=O)Cc2ccncc2)Oc2ncc(C#Cc3ccccc3F)cc2C1=O
    5	-4	-1	-2	-3	-1	-1	-21
30. COCCNC(=O)C[C@@H]1CC[C@H]2[C@@H](COC[C@H](O)CN2C(=O)Nc2ccc3c(c2)OCO3)O1
    -2	10	-1	6	-1	-13	11	2

The last 3 entries of the part above lead into the next.
Every second line gives: PglD DTNB	PAX8 inh HTS	GSIS activator	ARNT-TACC3 inh	Cneo AK release	LGR2 inh	PGC1a acetyl inh	C2C12 statin
28. CCOc1ccccc1NC(=O)CCS(=O)(=O)c1cccs1
    7	-6	11	-1	-10	-20	/	-1
29. C[C@H](CO)N1C[C@H](C)[C@@H](CN(C)C(=O)Cc2ccncc2)Oc2ncc(C#Cc3ccccc3F)cc2C1=O
    5	-4	-1	-2	-3	-1	-1	-21
30. COCCNC(=O)C[C@@H]1CC[C@H]2[C@@H](COC[C@H](O)CN2C(=O)Nc2ccc3c(c2)OCO3)O1
    -2	10	-1	6	-1	-13	11	2
31. Cc1cc(C)c(NC(=O)CCCN2CCCC2)c(C)c1
    -7	-21	11	9	3	20	2	0
32. CCc1nn(C(C)C(=O)NC2CCCCCC2)c(=O)c2cc3occc3n12 (stereo not drawn)
    -2	-12	3	-3	5	-2	-5	4
33. COc1ccc(-c2ccc(SCC(=O)NCc3ccc4c(c3)OCO4)nn2)cc1OC
    /	-21	35	0	/	-10	2	/
34. CC(=O)NC(c1cccc(F)c1)c1nc(-c2cccc(C(=O)O)c2)cs1 (stereo not drawn)
    -5	-31	35	/	1	-43	-13	5
35. C[C@H](O)C#Cc1ccc([C@@H]2[C@@H](CO)N3CCCCN(C(=O)c4ccncc4)C[C@@H]23)cc1
    -10	11	15	0	-1	10	2	12
36. CCCCn1c(-c2ccc(C(C)(C)C)cc2)nc2cc3[nH]c(=O)c(C(C)C)nc3cc21
    0	-5	/	/	-5	/	/	18
37. CN(CC(=O)Nc1ccc(F)cc1)C(=O)Cn1c(=O)oc2ccccc21
    -4	16	-11	/	0	4	2	-2
38. CNC[C@@H]1Oc2ccc(NC(=O)Nc3ccc(F)cc3)cc2C(=O)N([C@H](C)CO)C[C@@H]1C
    3	-11	3	-9	-1	9	-8	-2
39. CCC(CC)Nc1ccc(C(CC(N)=O)NC(=O)Cc2cccc3ccccc23)cc1[N+](=O)[O-] (stereo not drawn)
    -1	20	0	1	1	-3	/	3
40. COc1ccccc1OCC(=O)Nc1ccc(S(=O)(=O)Nc2nc(C)cc(C)n2)cc1
    8	/	11	2	0	-19	-1	-29
41. CC(C)NC(=O)c1ccccc1S(=O)(=O)c1ccccc1C#N
    0	/	/	-5	-1	/	-9	-2
42. CCCC#Cc1ccc2c(c1)O[C@H](CN(C)C(=O)NCCC)[C@H](C)CN([C@H](C)CO)S2(=O)=O
    -3	-13	-5	-1	1	6	-1	10
43. CCc1cc2cc(C(=O)N3CCN(c4ccccc4)CC3)sc2s1
    -2	/	7	-5	-3	13	6	/
44. COCCSc1ccccc1C(=O)Nc1ccc([N+](=O)[O-])cc1OC
    /	3	-9	7	/	12	-6	/
45. Cc1cc(C(=O)NC(C)c2ccncc2)cs1 (stereo not drawn)
    -3	/	/	-2	0	/	-3	-2
46. COc1cc2ccccc2cc1C(=O)Nc1ccc(O)cc1
    -4	-120	-2	7	-6	-79	-4	-18
47. CCN(C(=O)c1ccc(NC(C)=O)cc1)c1ccccc1C
    0	/	-1	-4	0	-13	-4	/
48. CSC(=NS(=O)(=O)c1ccc(N)cc1)NS(=O)(=O)c1cccs1
    /	8	/	-1	/	-4	7	/
49. Cc1ccc(NC(=O)Cn2c(=O)c3cccn3c3ccccc32)cc1
    3	12	13	1	-1	6	-5	-5
50. N=C1C(c2nc3ccccc3[nH]2)=C(O)CN1C1CCCCC1
    /	-125	4	3	/	-22	/	/
51. Cc1ccc(C2CC(C(F)(F)F)n3nc(C(=O)NCc4c(C)nn(C)c4C)c(Cl)c3N2)cc1 (stereo not drawn)
    -1	/	/	0	3	/	7	-59
52. O=C(Nc1ccc2[nH]c(=O)[nH]c2c1)c1cccc([N+](=O)[O-])c1
    0	31	7	-4	3	-5	-2	-6
53. COc1ccc(OC)c(S(=O)(=O)CC(O)CS(=O)(=O)c2ccccc2)c1 (stereo not drawn)
    3	13	-6	-1	-2	-1	/	5
54. CCCCn1c(O)c(N=NC(=O)c2ccncc2)c2cc(Br)ccc21
    /	-13	1	-3	0	/	-13	/
55. Cc1ccc(N(CC(=O)NCc2ccc3c(c2)OCO3)C(=O)c2csnn2)cc1
    -2	-17	-6	-1	2	-11	-25	-37
56. O=C(NCC1OCCCN1S(=O)(=O)c1ccc(F)cc1)C(=O)NC1CCCC1 (stereo not drawn)
    0	4	-1	-5	1	8	3	6
57. CC(=O)c1cn(C(=O)c2ccc(Cl)cc2)c2ccccc12
    -2	27	7	-8	1	8	11	12
58. O=C(Nc1nc(-c2cc3ccccc3oc2=O)cs1)c1ccco1
    -2	-32	7	-1	-2	-55	7	-23
59. Nc1nonc1-n1nnc(C(=O)N/N=C/c2cccc(F)c2)c1-c1ccccc1
    1	-4	-8	4	-3	-3	/	10
60. COc1ccccc1-c1nnc(NC(=O)c2ccc(S(=O)(=O)N3CCCC3)cc2)o1
    2	-3	10	-27	2	18	/	-10
61. CC1C=CC(C)C(C(=O)c2ccccc2)C1C(=O)c1ccccc1 (stereo not drawn)
    -6	-6	/	/	2	/	-11	-10
62. O=C(O)c1ccc(S(=O)(=O)c2ccc3c(c2)C(=O)N(CC2CCCO2)C3=O)cc1 (stereo not drawn)
    -9	/	/	-4	6	/	0	-2
63. Cc1cc2ncn(CC(O)COc3cccc(C(=O)O)c3)c2cc1C (stereo not drawn)
    2	/	/	-6	1	/	/	-2
64. O=C(c1ccc(Cl)cc1)N1CCCC(C(=O)N2CCc3ccccc3C2)C1 (stereo not drawn)
    -4	-5	/	-5	-3	/	4	6
65. CCOc1ccc(Br)cc1S(=O)(=O)Nc1ccc(Cl)c(S(=O)(=O)N(CC)c2ccccc2)c1
    2	8	-15	-1	1	16	/	/

Assay outcomes: PubChem BioAssay, Broad Institute
